# TROY NFkB inh: blocks TROY-dependent signaling in reporter cells; Q293 LMP1-TROYcd NF-kB luciferase reporter, 4 h; inhibition, % at 10 µM; 360,000 tested, 0.98% active; AID 1347056;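 active means compounds whose plate-normalised and pattern-corrected inhibition of the luciferase reporter signal at the single screening dose is 50% or more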
# C8 TRAIL sens: caspase-8 TRAIL sensitization | inhibition (viability loss, TRAIL sensitization), % at 10 µM | NB7+C8 cells + TRAIL, ATPlite viability luminescence | 360,000 tested, 1% active;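 active means compounds causing at least 50% loss of cell viability in the single-dose screen, relative to plate controls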
# NCOA3 inh: inhibits human SRC3 coactivator; HEK293 GAL4-SRC3 luciferase reporter, luminescence; inhibition, % at 3.6 µM; 360,000 tested, 0.17% active; AID 588352;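 active means inhibition above a per-campaign cutoff, the mean of all compounds plus 3 SD, cut at about 60% in these data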;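 further: 0% = DMSO-treated cells and 100% = gossypol-treated cells at 36 µM; higher means less SRC3-driven luciferase light from the GAL4 reporter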
# CF NFkB inh: cystic fibrosis NF-kB activation inhibition. KKLEB NF-kB-GFP reporter, PAF-induced, GFP fluorescence overnight. inhibition, % at 5 µM. 360,000 tested, 0.86% active;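 active means at least 50% inhibition at 5 µM, scaled per plate between neutral and stimulator controls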;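 further: PAF is a Pseudomonas aeruginosa culture filtrate used as stimulus; plate controls were PAF-stimulated DMSO wells for no effect and unstimulated DMSO wells for full effect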
# SRC2 inh: inhibits human steroid receptor coactivator 2 | Q15596 | HEK293 GAL4-SRC2 luciferase reporter, luminescence | inhibition, % at 9 µM | 370,000 tested, 0.17% active | AID 651957;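 active means inhibition above the mean inhibition of all tested compounds plus 3 SD, set per campaign, cut at about 52% in these data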;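 further: 0% = DMSO treated cells and 100% = cells given Gossypol at 36 µM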
# TWEAK Fn14 block: TWEAK-Fn14 signaling inhibition; TWEAK-stimulated Fn14 reporter cells, luciferase luminescence, 8 h; inhibition, % at 10 µM; 360,000 tested, 2% active; AID 1159606; in the data active means inhibition above about 50%
# COUP-TFII inh: NR2F2 (human) inhibition, primary screen. P24468. HEK293T NGFI-A luciferase reporter, luminescence. inhibition, % at 8.6 µM. 370,000 tested, 0.7% active;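 active means inhibition above a per-plate cutoff, mean inhibition of test wells between control levels plus 3 SD, cut at about 38% in these data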;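 further: cells cotransfected with COUP-TFII expression vector driving the NGFI-A reporter; 0% = median of COUP-TF2 test wells and 100% = reporter-only cells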
# NR5A2 inv ag: NR5A2 inverse agonism in reporter assay; O00482; inhibition, % at 3.6 µM; 360,000 tested, 0.13% active; AID 602396; HEK293T StAR-luciferase reporter, LRH-1 transfected, 24 h;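 active means inhibition above the mean inhibition of all tested compounds plus 3 SD, cut at about 73% in these data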;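 further: 0% = DMSO wells and 100% = reporter-only cells lacking LRH-1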
# LMP1 NFkB inh: inhibitors of Epstein-Barr LMP1-induced NF-kappaB reporter. LMP1-induced NF-kappaB luciferase reporter cells, luminescence. inhibition, % at 12.5 µM. 350,000 tested, 0.69% active; in the data active means inhibition above about 41%;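 further: 0% = neutral control wells and 100% = reference inhibitor control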
# NCOA1 inh: inhibits human SRC1 coactivator. HEK293 GAL4-SRC1 luciferase reporter, luminescence. inhibition, % at 3.6 µM. 360,000 tested, 0.12% active;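 active means inhibition above the campaign mean plus 3 SD, with each screening campaign given its own cutoff, cut at about 60% in these data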;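 further: 0% = DMSO treated cells and 100% = gossypol at 36 µM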
# KKLEB cytotox: counter-screen for CF NF-kB inhibitors: cytotoxicity | KKLEB CF airway cells viability, ATPlite luminescence, overnight; hits give low values; cells stimulated with P. aeruginosa culture filtrate | activity change (cytotoxicity), % at 5 µM | 360,000 tested, 0.36% active;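 active means corrected activity change at or below -50% at 5 µM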
# The depositor's hits bear a star; . = no result given.
molecule	TROY NFkB inh	C8 TRAIL sens	NCOA3 inh	CF NFkB inh	SRC2 inh	TWEAK Fn14 block	COUP-TFII inh	NR5A2 inv ag	LMP1 NFkB inh	NCOA1 inh	KKLEB cytotox
Cc1ccc(C)c(S(=O)(=O)Nc2ccc(C(=O)N3CC(C)OC(C)C3)cc2)c1 (stereo unspecified)	1	-9	-2	-7	15	-11	8	-5	-4	-11	14
CCCc1ccc2oc(C(=O)N(C)Cc3nccs3)c(C)c2c1	-32	-12	-37	16	-46	-38	-15	-56	-21	-39	-12
Cc1ccc(C(=O)NCCN2C3=NC[C@@H](Cc4ccccc4)N3C[C@H]2Cc2ccc(O)cc2)cc1Br	9	-1	10	-2	8	3	13	-29	-4	-7	5
Cc1ccc(C)c(NC(=O)Nc2ccc3c(c2)OCO3)c1	-14	-8	-24	0	0	-10	-8	-66	0	-38	6
CC(=O)C1C(c2ccc(F)cc2)c2c(noc2C)CC1(C)O (stereo unspecified)	-13	-18	-16	8	4	3	18	17	-7	2	5
NS(=O)(=O)c1ccc(CCNS(=O)(=O)c2ccc(Cl)s2)cc1	-1	1	29	-14	-18	-6	-2	-2	-13	-5	6
CCOC(=O)COc1coc(CN2CCN(c3ccccc3)CC2)cc1=O	8	-21	7	-15	-15	7	14	6	-1	4	13
O=C(Cc1ccc(Cl)cc1)NNC1CC(=O)N(c2ccc3ccccc3c2)C1=O (stereo unspecified)	-4	-6	14	9	22	36	-4	1	0	8	-3
COCCOc1ccc(C(F)(F)F)cc1NC(=O)CN1C(=O)NC2(CCCc3ccccc32)C1=O (stereo unspecified)	18	19	-4	-27	16	-15	-7	-10	3	-1	-8
CCOC(=O)C1Cc2ccccc2C(=O)O1 (stereo unspecified)	5	-12	19	-28	-13	-1	-9	-6	7	-4	7
CSc1nnc2c(n1)OC=Nc1ccccc1-2	-12	-9	0	10	-35	-9	-10	-2	-6	-4	-2
Cc1occc1C(=O)NNC(=O)Nc1ccc([N+](=O)[O-])cc1	-17	-4	3	-1	-5	-8	13	-19	-5	-7	11
Cc1nnc(NC(=O)C2CCCC2)s1	-1	7	-13	-6	24	2	15	4	-5	-12	10
COc1ccc(C(CNC(=O)c2cc(=O)[nH]c3ccccc23)N2CCCC2)cc1 (stereo unspecified)	-37	6	-11	0	17	-7	15	-30	-1	-22	-5
CC1=C(O)C(=O)C(C2=C(O)C(=O)C(C)=C(O)C2=O)=C(O)C1=O	-1	8	1	-18	-3	-8	-7	10	5	-22	-2

# Ordered by the number under NCOA3 inh (lowest first): some entries from above.
structure | NCOA3 inh
Cc1ccc(C)c(NC(=O)Nc2ccc3c(c2)OCO3)c1 | -24
CC1=C(O)C(=O)C(C2=C(O)C(=O)C(C)=C(O)C2=O)=C(O)C1=O | 1
CCOC(=O)COc1coc(CN2CCN(c3ccccc3)CC2)cc1=O | 7

# Later entries:
molecule	TROY NFkB inh	C8 TRAIL sens	NCOA3 inh	CF NFkB inh	SRC2 inh	TWEAK Fn14 block	COUP-TFII inh	NR5A2 inv ag	LMP1 NFkB inh	NCOA1 inh	KKLEB cytotox
O=C(COC(=O)c1cccs1)Nc1ccc(S(=O)(=O)N2CCOCC2)cc1	6	7	9	15	-27	-1	10	-27	-5	-8	7
COc1ccc(C(=O)N/C(=C\c2cn(C)c3ccccc23)C(=O)NCCCn2ccnc2)cc1OC	-6	1	-19	4	-14	-1	-1	6	3	-1	3
Cc1ccc2c(c1)c1c(n2CC2COC(C)(C)O2)C(=O)CCC1 (stereo unspecified)	-17	-6	6	4	-7	-12	-7	10	-4	13	-2
Cc1cc(=O)oc2cc(OCC(=O)NC3(C#N)CCCCC3)ccc12	-46	-11	0	-23	32	7	-5	28	-7	-14	3
COc1cccc(N2C(C(C)=O)=NN(c3ccccc3)C2c2ccc(N3CCOCC3)cc2)c1 (stereo unspecified)	43	1	-21	-7	-31	55*	-33	-59	-5	-65	-17
O=C(CSc1nc2ccccc2o1)NC1CCS(=O)(=O)C1 (stereo unspecified)	10	-1	10	-5	-26	-8	4	-1	-5	-20	9
CCN1C(=O)[C@H]2[C@@H](c3ccc(C)cc3)N3C(=O)N(c4ccc(C(F)(F)F)cc4)C(=O)[C@@]3(Cc3ccccc3)[C@H]2C1=O	-19	20	6	-8	-7	3	0	-3	-1	-14	14
CN1CCN(S(=O)(=O)c2cccc(C(=O)Nc3ccccc3N3CCCC3)c2)CC1	1	-11	16	15	-18	-2	10	-4	3	-1	-6
Cc1cc(=O)[nH]c2nnnn12	13	-5	-18	-15	-6	9	9	-14	-2	-1	12
COc1ccc(N=NC2=C(O)CC(C)(C)CC2=O)c(OC)c1	-48	19	-24	3	0	-24	-19	1	-7	-32	0
COCCCNC1=C(C#N)C(=O)NC(c2cccc([N+](=O)[O-])c2)S1 (stereo unspecified)	-2	1	1	4	13	10	-13	-9	-2	-3	1
CCOC(=O)CC1(NC(=O)C2CCC(=O)N(CCc3ccccc3)C2)CCCCC1 (stereo unspecified)	-18	13	-52	7	5	3	-2	0	4	-7	-1
O=C(CC(C(=O)O)c1ccccc1)Nc1ccccc1 (stereo unspecified)	-19	-6	4	-17	4	15	-12	12	0	4	2
Cc1c(-c2csc(N)n2)cnn1C	-4	-12	-1	-6	1	-4	9	-12	5	-15	15
CSc1nsc(/C=C/Nc2ccc(F)cc2F)c1C#N	4	-3	0	20	.	17	.	7	-6	2	-7
Cc1cc(-c2ccc(C)c(S(=O)(=O)N3CCN(c4ccc([N+](=O)[O-])cc4)CC3)c2)on1	22	16	19	10	9	34	-9	-8	26	3	-25
COC(=O)[C@H]1C2CCC(C(=O)OC)(CC2)[C@H]1C(=O)OC	-5	4	3	3	-34	0	-2	10	26	-1	12
O=C(O)c1ccccc1C(=O)Nc1ccc(-n2ccc(C(F)(F)F)n2)cc1	-7	3	10	8	-38	19	4	8	6	-2	-12
CC(=O)Nc1sc(C)c(C)c1C(=O)OCC(=O)N(C)C1CCS(=O)(=O)C1 (stereo unspecified)	-1	-6	3	6	-5	17	-3	-15	4	11	3
Cc1cc([N+](=O)[O-])nn1CC(=O)N(C)Cc1ccccc1	7	-8	5	-1	20	-1	-1	-20	1	2	-6
CCN(c1ccccc1)S(=O)(=O)c1ccc(Cl)c(NC(=O)CNC(C)c2ccccc2)c1 (stereo unspecified)	24	10	1	6	7	15	10	-27	3	4	-16
O=C(c1cccc(Br)c1)N1CCN(c2ccccn2)CC1	1	-1	14	3	6	-5	-4	-17	.	11	7
COC(=O)c1sc(NC(=O)CSc2nnnn2C)nc1C	-11	-9	-45	10	-22	8	-38	-58	-6	-94	-7
O=c1c[n+]([O-])c2ccccc2n1OCc1ccccn1	5	-13	-6	-2	7	-6	-10	-17	-6	6	1
CN(C)CCCN(C(=O)C1=COCCO1)c1nc2ccc(Br)cc2s1	-18	12	-6	26	9	-1	-9	-21	5	-21	-29
Cn1cc([N+](=O)[O-])c(C(=O)Nc2ccc(-c3nc4ccccc4o3)cc2)n1	-69	8	-50	68*	-40	-16	-18	-56	-22	-83	-36
CCOC(=O)C1(C)CCCCCN1C(=O)c1ccc(OC)c(C(F)(F)F)c1 (stereo unspecified)	11	-1	3	3	24	20	6	-22	.	5	8
O=C(CCl)c1ccc2c(c1)CCN2C(=O)C1CCCCC1	53*	13	-25	-8	1	-15	7	-1	-13	-28	-4
O=C(CN1CCCCC1)Nc1ccc(S(=O)(=O)N2CCOCC2)cc1	10	-13	-6	3	-11	5	-1	9	-1	3	-8
CCC(=O)Nc1ccc(S(=O)(=O)NCCc2ccccc2)cc1	4	-5	-25	7	13	2	9	5	6	5	-16
CCNc1nc(NC(C)C)nc(N(n2cnnc2)S(=O)(=O)c2ccc(C)cc2)n1	4	-1	-2	13	-9	13	5	3	-1	-2	0
CC(=O)Nc1ccc2nc(SCC(=O)N3CCOCC3)sc2c1	-3	1	12	-6	-68	0	-27	-15	-4	-14	11
O=C(c1ccccc1F)N1CCN(c2ccccc2F)CC1	-21	-14	-1	-17	-34	-29	7	-7	-10	-13	5
O=C1c2ccccc2NC(c2ccco2)N1/N=C/c1ccco1 (stereo unspecified)	-8	17	-44	-11	-43	4	-43	-62	-5	-43	23
COc1ccc(-c2cc(C(=O)Nc3cc(C)on3)no2)cc1OC	13	6	15	12	-25	-9	-6	-1	7	-17	2
CSCC[C@H](NC(=O)OC(C)(C)C)C(=O)N/N=C/c1ccc2nccnc2c1	-30	-9	-3	8	-46	-17	9	1	-107	-15	-9
Cc1cc(C)cc(OCCCn2ccnc2)c1	-5	-6	-3	-8	-27	-3	17	-10	12	-20	5
Cc1ccccc1-n1c(O)c(/C=N/N2CCCCC2c2cccnc2)c(=O)[nH]c1=O (stereo unspecified)	-3	11	6	-10	9	1	-1	17	-6	-6	0
Cc1cc(C)cc(NC(=S)N2CCC(NC(=O)c3ccccc3C)CC2)c1	-16	-5	12	2	2	-1	8	-7	-13	6	4
CCOC(=O)N1CCC(NC(=O)c2cc3c(-c4ccc(Cl)cc4)nn(C)c3s2)CC1	3	26	-16	-2	6	-30	-4	-5	13	-13	0
CCOc1ccc(-c2nc(-c3ccccc3)no2)cc1OCC	-64	3	-19	18	-26	-18	7	-2	-18	-4	-2
O=C(NCc1ccc(N2CCCC2=O)cc1)c1cn(CCc2ccccc2)nn1	6	4	10	-20	18	4	-4	-10	-7	-4	4
COc1ccc(-c2noc(CCC(=O)NCC3CCCO3)n2)cc1OC (stereo unspecified)	12	-17	4	-11	-3	0	12	2	-1	6	3
CCN(CC)C(=O)Cn1c(=O)n(CCCC(=O)NCc2ccccc2)c(=O)c2sccc21	8	4	4	-23	-15	-11	-16	-9	-4	-7	1
CCCCCCCC1(C)NC(=O)NC1=O (stereo unspecified)	-4	8	-2	-26	5	-7	-19	-8	0	0	-8
CC(C)(C)OC(=O)C[C@@H]1C/C=C\C[C@@H](CC(=O)N[C@H](CO)Cc2ccccc2)C(=O)NC[C@@H](c2ccccc2)OC1=O	-5	4	-20	-2	5	15	-6	-14	2	-2	4
Cc1ccc(CNC(=O)c2ccc(NS(=O)(=O)c3c(C)noc3C)cc2)cc1	-10	-3	15	9	17	-14	-5	0	2	-3	-4
Cc1ccc(NC(=O)CCCN2C(=O)C(c3ccccc3)Oc3cccnc32)c(C)c1 (stereo unspecified)	-13	-3	-18	13	7	-11	-5	-2	0	12	-3
COc1ccc(/C=N/N2CCOCC2)cc1COc1ccc(Cl)cc1	-32	-6	5	-14	16	-34	2	19	6	-2	4
CC(c1cccs1)N(C(=O)Nc1ccccc1)C1CCCCC1 (stereo unspecified)	12	-4	15	-9	23	1	5	-2	-2	11	-5
O=C(NCCN1CCN(c2ccccc2F)CC1)c1cccn2c(=O)c3ccccc3nc12	-24	16	-16	-7	-10	33	13	-2	12	-24	-5
